Glioma ERSR ind: qHTS for Inducers of the Endoplasmic Reticulum Stress Response (ERSR) in Human Glioma: qHTS | U87-MG GRP78 promoter luciferase reporter, 16 h | hit rate 0.02% among 420,000 | AID 602332, 2012 | Potency, µM, for the others: at the highest dose activation, most hits filed as activators; also: potency is read from the fitted curve at half-maximal effect; series mostly up to about 76 µM; % of control where 0% means no effect; nearly all actives have a fitted effect of over 35% in size
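ERSR induction read as luciferase luminescence (Bright-Glo, 10 min at room temperature) in stably transfected human U87-MG glioma cells exposed to compounds for 16 h, using GRP78 as sensor.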
Anesthetic bind: qHTS Assay for Identification of Novel General Anesthetics; Ferritin light chain (Equus caballus), P02791; apoferritin/1-aminoanthracene competitive binding, fluorescence; Potency, µM (series often up to 77.5 µM), for the others: at the top dose activity change, negative = displacement, usual class: inhibitors; hit rate 0.074% among 350,000; AID 485281, 2010; also: potency is read from the fitted curve at half-maximal effect; % is scaled to controls: 0 for no effect and ±100 for the full control effect; nearly all actives have a fitted effect of over 20% in size
Target sequence (P02791 2-175 limits assumed): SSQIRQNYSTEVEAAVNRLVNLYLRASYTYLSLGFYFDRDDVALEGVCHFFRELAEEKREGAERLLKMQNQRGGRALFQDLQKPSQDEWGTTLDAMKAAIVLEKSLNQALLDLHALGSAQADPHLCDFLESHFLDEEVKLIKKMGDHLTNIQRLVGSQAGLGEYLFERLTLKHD
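Concentration-response curves derived by four-parameter Hill fitting of normalized fluorescence, where compounds displaced 1-AMA from 10 uM horse apoferritin following a brief 10 min room-temperature incubation; propofol titration acted as positive control.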
POLH inh: qHTS for Inhibitors of Polymerase Eta. DNA polymerase eta (Homo sapiens), Q9Y253. recombinant Pol eta, fluorescent DNA replication assay. Potency, µM (highest dose often 114 µM), for the others: top-dose activity change, negative = inhibition, usual class: inhibitors. hit rate 1.2% among 390,000. AID 588591, 2011; also: potency is read from the fitted curve at half-maximal effect; % is scaled to controls: 0 for no effect and ±100 for the full control effect
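Pol eta (10 nM) was preincubated with compounds for 15 min at room temperature, after which fluorescent replication substrate (50 nM final) was added to start the reaction. Fluorescence was read kinetically at 0 and 10 min.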
APEX1 inh: qHTS Assay for Inhibitors of the Human Apurinic/apyrimidinic Endonuclease 1 (APE1); recombinant APE1, TAMRA/BHQ-2 abasic DNA cleavage fluorescence; Potency, µM (series often up to 65.8 µM), for inactives: at the highest dose activity change, negative = inhibition, usual class: inhibitors; hit rate 0.35% among 350,000; AID 2517, 2012;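 also: potency is read from the fitted curve at half-maximal effect; plate controls were vehicle for no effect and reference inhibitor for full effect; nearly all actives have a fitted effect of over 55% in size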
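Compound pre-exposure to 0.75 nM APE1, 15 min at ambient temperature. Reaction initiated with 50 nM TAMRA/BHQ-2 THF substrate, read immediately in kinetic mode, 525 nm excitation, 598 nm emission.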
BLM inh: qHTS Assay for Inhibitors of Bloom's syndrome helicase (BLM); recombinant BLM DNA unwinding, fluorescence dequenching; hit rate 0.2% among 350,000; Potency, µM (highest dose often 56.1 µM), for the others: top-dose activity change, negative = inhibition, hits mostly inhibitors; AID 2528, 2010;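 also: potency is read from the fitted curve at half-maximal effect; plate controls were vehicle for no effect and no enzyme for full effect; nearly all actives have a fitted effect of over 35% in size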
LDHA block: qHTS assay for inhibitors of human lactate dehydrogenase | purified LDHA, NADH/diaphorase-resazurin fluorescence; stronger effect = lower value | hit rate 0.15% among 480,000 | activity change, % (values are at about 110 or 230 µM) | L-lactate dehydrogenase A chain (Homo sapiens), P00338; in the data active = activity change below about -30%; inconclusive = mostly about -25% to -30%;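 also: plate controls were DMSO wells for no effect and wells without enzyme for full effect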
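Human LDH5 (2 nM) was incubated with 0.06 mM NADH and 0.2 mM pyruvate for 5 min at room temperature in Tris pH 7.4. Remaining NADH was coupled through diaphorase/resazurin, and resorufin fluorescence was read at 0 and 20 min.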
POLB inh: qHTS Assay for Inhibitors of DNA Polymerase Beta | P06746 | Pol beta primer extension/strand displacement, fluorescence kinetic | Potency, µM (titrated, usually from 114 µM), for the others: top-dose activity change, negative = inhibition, usual class: inhibitors | hit rate 1.3% among 340,000; also: potency is read from the fitted curve at half-maximal effect; % is scaled to controls: 0 for no effect and ±100 for the full control effect
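Values derive from four-parameter Hill fits of normalized kinetic data: reads at 0 and 10 min following addition of 50 nM substrate to 10 nM Pol beta preincubated 15 min with compound.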
POLK inh: qHTS for Inhibitors of Polymerase Kappa; Potency, µM (series often up to 107 µM), inactives show at the highest dose activity, negative = inhibition, usual class: inhibitors; DNA polymerase kappa (Homo sapiens), Q9UBT6; purified Pol kappa, fluorescent DNA synthesis assay, 10 min; hit rate 0.53% among 400,000; also: potency is read from the fitted curve at half-maximal effect; % is scaled to controls: 0 for no effect and ±100 for the full control effect
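Pol kappa 10 nM + cpd, 15 min RT; start w/ substrate 50 nM final; fluorescence kinetic read, 0 and 10 min. Neg ctrl: buffer, no enzyme.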
Pol iota inh: qHTS for Inhibitors of Polymerase Iota | Pol iota fluorescent replication assay, 10 min | hit rate 1% among 390,000 | AID 588590, 2011 | DNA polymerase iota (Homo sapiens), Q9UNA4 | Potency, µM (doses to about 115 µM), for inactives: at the top dose activity, negative = inhibition, hits mostly inhibitors; also: potency is read from the fitted curve at half-maximal effect
Target sequence (Q9UNA4 whole entry, looked up): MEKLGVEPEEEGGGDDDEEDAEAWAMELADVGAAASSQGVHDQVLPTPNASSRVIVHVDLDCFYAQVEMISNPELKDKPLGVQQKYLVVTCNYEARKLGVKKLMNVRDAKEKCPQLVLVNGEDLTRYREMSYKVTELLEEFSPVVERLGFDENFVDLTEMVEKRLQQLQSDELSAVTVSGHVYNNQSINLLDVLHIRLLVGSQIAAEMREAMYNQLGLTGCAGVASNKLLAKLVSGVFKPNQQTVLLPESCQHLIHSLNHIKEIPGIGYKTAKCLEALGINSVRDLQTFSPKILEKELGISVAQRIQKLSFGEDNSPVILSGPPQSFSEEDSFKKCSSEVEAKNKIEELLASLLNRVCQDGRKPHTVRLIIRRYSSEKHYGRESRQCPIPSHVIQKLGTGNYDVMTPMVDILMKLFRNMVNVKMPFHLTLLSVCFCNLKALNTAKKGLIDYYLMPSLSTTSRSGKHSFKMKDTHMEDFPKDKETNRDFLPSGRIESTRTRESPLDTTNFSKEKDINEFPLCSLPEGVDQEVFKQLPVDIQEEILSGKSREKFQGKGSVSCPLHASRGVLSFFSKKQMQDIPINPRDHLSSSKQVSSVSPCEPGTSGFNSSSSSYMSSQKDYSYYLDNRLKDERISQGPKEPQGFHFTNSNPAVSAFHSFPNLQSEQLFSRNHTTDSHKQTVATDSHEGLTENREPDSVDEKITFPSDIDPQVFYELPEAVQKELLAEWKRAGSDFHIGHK
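Fluorescent replication assay read twice, at 0 min and 10 min after adding 50 nM (final) substrate. Enzyme (10 nM) and compounds were first incubated 15 min at room temperature; enzyme-free buffer wells were negative controls.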
* marks the source's active call; other numbers are inactive results; ? = inconclusive; / = no result given; [ ] = another dose, or the depositor's remark. Unless noted, calls follow the shape of the dose curve; as a rule, active = well fitted curve in the direction sought with a large enough effect; inconclusive = small, poorly fitted or top-dose-only effect, or another doubt; inactive = no such curve, though single readings can be large; an effect the other way counts as inactive or inconclusive. Some of the compounds tested; rates above refer to the full screens.

SMILES	Glioma ERSR ind	Anesthetic bind	POLH inh	APEX1 inh	BLM inh	LDHA block	POLB inh	POLK inh	Pol iota inh
COc1ccc(F)cc1S(=O)(=O)NCCc1csc2nc(-c3cccc(C)c3)nn12	-4%	-13%	-16%	/	-1%	3	?	-15%[60.1 µM]	11%
COc1cc(S(=O)(=O)N(C)Cc2ccc3c(c2)OCCO3)ccc1NC(C)=O	2%	/	3%	-17%	/	-7	/	-16%	-6%
COc1ccc(S(=O)(=O)N2CCc3cc4c(cc3C2C)OCCCO4)cc1 (centres undefined)	-2%	-9%	-14%	73%[activator]	-6%	-1	16%	8%	23%
O=C(O)C1Nc2c(C(=O)N3CCOCC3)cccc2C2C=CCC12 (centres undefined)	-5%	-19%	3.2µM*	?	-2%	28	20µM*	45µM*	11µM*
CCOC(=O)Nc1ccc(C(=O)Oc2ccccc2)c(O)c1	8%	?	-11%	4%	-6%	3	3%	-13%	?
CC(C)(C)c1ccc(C(=O)Nc2cnccn2)cc1	-8%	-7%	-2%	-3%	-3%	2	2%	-11%	24%
O=C(CCn1c(=O)c2ccccc2n(Cc2cccc(Cl)c2)c1=O)NCCc1ccccc1	6%	-3%	-10%	/	2%	-10	-3%	-2%	11%
C1=Nc2c(Nc3ccccc3)ncnc2Oc2ccccc21	5%	?	-1%	1%	0%	-9	22%	-4%	-22%
COc1ccccc1NC(=O)COC(=O)C1C2CC3OC(=O)C1C3C2 (centres undefined)	-4%	5%	-9%	29%	-5%	-7	-9%	-7%	?
COc1ccc(CC(=O)c2cc(OC)c(OC)cc2CC(=O)O)cc1OC	-2%	-10%	-5%	0%	-2%	3	2%	-3%	19%
CCOC(=O)c1[nH]c(C)c(C(=O)NCCc2ccccc2)c1C	2%	-6%	-8%	/	-7%	1	-4%	-16%	9%
COc1ccccc1NC(=O)NC(=O)N(C(C)C)S(C)(=O)=O	-1%	-24%	-2%	-2%	-5%	-1	-7%	8%	17%
Cc1ccc(NC(=O)Cn2nc(N3CCN(c4ccccc4)CC3)ccc2=O)cc1F	-2%	?	-15%	/	-7%	5	-19%	-14%	7%
CCC(=O)N1CCc2cc(Br)cc(S(=O)(=O)NCCN3CCCC3)c21	-3%	2%	-4%	27%	0%	-6	-25%	-25%	?
Cc1ccc[n+](CC(=O)Nc2ccc([N+](=O)[O-])cc2)c1	2%	-8%	-12%	34%	-8%	-8	21%	-7%	-35%

8 structures from above, arranged by formula weight, smallest number first:
SMILES	Glioma ERSR ind	Anesthetic bind	POLH inh	APEX1 inh	BLM inh	LDHA block	POLB inh	POLK inh	Pol iota inh
CC(C)(C)c1ccc(C(=O)Nc2cnccn2)cc1	-8%	-7%	-2%	-3%	-3%	2	2%	-11%	24%
Cc1ccc[n+](CC(=O)Nc2ccc([N+](=O)[O-])cc2)c1	2%	-8%	-12%	34%	-8%	-8	21%	-7%	-35%
CCOC(=O)c1[nH]c(C)c(C(=O)NCCc2ccccc2)c1C	2%	-6%	-8%	/	-7%	1	-4%	-16%	9%
COc1ccc(S(=O)(=O)N2CCc3cc4c(cc3C2C)OCCCO4)cc1 (centres undefined)	-2%	-9%	-14%	73%[activator]	-6%	-1	16%	8%	23%
COc1cc(S(=O)(=O)N(C)Cc2ccc3c(c2)OCCO3)ccc1NC(C)=O	2%	/	3%	-17%	/	-7	/	-16%	-6%
Cc1ccc(NC(=O)Cn2nc(N3CCN(c4ccccc4)CC3)ccc2=O)cc1F	-2%	?	-15%	/	-7%	5	-19%	-14%	7%
CCC(=O)N1CCc2cc(Br)cc(S(=O)(=O)NCCN3CCCC3)c21	-3%	2%	-4%	27%	0%	-6	-25%	-25%	?
O=C(CCn1c(=O)c2ccccc2n(Cc2cccc(Cl)c2)c1=O)NCCc1ccccc1	6%	-3%	-10%	/	2%	-10	-3%	-2%	11%

Further results follow:
SMILES	Glioma ERSR ind	Anesthetic bind	POLH inh	APEX1 inh	BLM inh	LDHA block	POLB inh	POLK inh	Pol iota inh
Cc1ccc(CNC(=O)c2ccc3c(c2)nc2n3CCCC2)cc1	-1%	-9%	-15%	/	-1%	-7	-2%	-9%[60.1 µM]	17%
O=C(CSc1nnc(SCc2cccc3ccccc23)s1)N=Nc1c(O)[nH]c2ccccc12	/	-9%	/	3%	-26%	/	13µM*	/	/
Cc1ccc(C(=O)Nc2ccc(Cl)c(-c3nc4ncccc4o3)c2)c(C)c1	0%	?	-16%	/	-3%	-7	17%	0%	35%
COc1ccccc1CC(=O)Nc1ccc(S(=O)(=O)N2CCCC2)cc1	-2%	0%	7%	3%	-2%	-14	3%	-2%	74%[activator]
Cc1ccc(OCCNC(=O)c2cccc(Oc3ccc(C(F)(F)F)cc3[N+](=O)[O-])c2)cc1	-4%	?	-19%	2%	-8%	3	?	-7%	-14%
CC(=O)NC(Cc1ccccc1C)C(=O)NC1CCN(c2ncccc2[N+](=O)[O-])CC1 (centres undefined)	/	7%	/	14%	4%	/	4%	/	/
CC(=O)NCCc1nc2cc(NC(=O)COc3ccc(C)cc3)ccc2n1C	7%	-9%	-19%	17%	-6%	-13	45%	0%	137%[activator]
Cc1cc(C)n(-c2cc(-n3nc(C)cc3C)ncn2)n1	-1%	-5%	-8%	16%	0%	-6	-11%	0%	11%
Nc1[nH]c(N=NC(=O)c2ccccc2O)c2ccccc12	-4%	-4%	-17%	18%	2%	14	23%	-13%	3%
Cc1ccc(NC(C(=O)c2ccccc2)c2ccccc2)cc1 (centres undefined)	-4%	/	-17%	/	/	11	/	-1%	3%
CCN(CC)C(=O)C1CCCc2c1[nH]c1ccc(Cl)cc21 (centres undefined)	2%	-7%	-12%	-4%	-6%	7	-14%	2%	27%
Cc1ccccc1NC(=O)Cc1nc(CN(C)CC(=O)Nc2cccc(F)c2)cs1	-4%	/	-3%	25%	/	-7	/	-8%	2%
CCc1ccccc1OCCCCN1CCCCC1	-5%	3%	0%	-11%	-7%	-17	31%	2%	76%[activator]
O=C(CCc1nc2sc3c(c2c(=O)[nH]1)CCCC3)NCC(=O)Nc1ccccc1Br	-7%	/	8.9µM*	-31%	/	-1	/	?	50µM*
O=C(Nc1ccccc1C(F)(F)F)NC1(C(=O)N2CCOCC2)CCCCC1	8%	/	?	/	/	0	/	50µM*	14µM*
CCOC(=O)C1CN(S(=O)(=O)c2ccc(OC)cc2)c2cc(S(=O)(=O)CC)ccc2O1 (centres undefined)	-1%	-12%	-12%	-2%	0%	-10	5%	0%	-6%
Cc1ccc(C(=O)NCCSC2CCCCC2)cc1S(=O)(=O)Nc1ccccc1	-2%	-22%	-2%	-1%	-11%	5	12%	-7%	2%
COC(=O)c1ccc2c(=O)n(CCCCCC(=O)NCc3ccc4c(c3)OCO4)c(=O)[nH]c2c1	-4%	-2%	-19%	8%	1%	-1	-13%	0%	22%
Cc1c(NS(=O)(=O)c2cc(C(=O)NCCc3ccc(F)cc3)cc(Cl)c2Cl)c(=O)n(-c2ccccc2)n1C	-1%	/	-3%	20%	/	-3	/	-4%	15%
O=C(CSc1ccc2c(c1)OCCO2)NC(=O)Cc1ccccc1	-5%	-6%	-11%	-2%	-2%	0	2%	-8%	-19%
COC(CN1C(=O)C(=O)/C(=C(/O)c2ccccc2)C1c1ccccn1)OC (centres undefined)	-1%	-10%	-17%	2%	-3%	0	1%	-3%	1%
COc1ccc(/C=C2\C(=O)c3ccccc3OC2c2ccccc2)cc1 (centres undefined)	-2%	-3%	-6%	-5%	-12%	-5	-2%	-9%	24%
COc1ccc(S(=O)(=O)N2CCC(C(=O)N3CCCC3)CC2)cc1	-4%	-7%	-7%	7%	-2%	3	22%	-2%	26%
COc1ccc(NC(=O)/C(Cl)=C(/Cl)S(=O)(=O)Cc2ccccc2)cn1	-15%	?	?	0%	-7%	-4	4%	-8%	?
Cc1ccnc2nc(C(=O)Nc3nnc(CC(C)C)s3)nn12	-2%	0%	-1%	4%	-4%	4	6%	1%	16%
COC(=O)[C@@H]1C[C@]2(Br)c3ccccc3N(S(=O)(=O)c3ccccc3)[C@@H]2N1C(=O)OC	0%	/	-12%	/	/	1	/	3%	-16%
CCc1cc(C(=O)N2CCCc3ccccc32)sc1C	6%	/	1%	/	/	-4	/	3%	16%
O=C(CCNC(=O)c1ccc(Cl)cc1)Nc1ccc(S(=O)(=O)N2CCCCC2)cc1	-2%	/	-16%	-6%	/	-2	/	-3%	20%
Cc1cccc(C(=O)N/C(=C\c2ccc(C)o2)C(=O)O)c1	-5%	-2%	-3%	?	-2%	-6	-13%	-29%	-14%
COC(=O)C(=Cc1ccc(-c2ccsc2C(=O)OC)o1)C(=O)OC	6%	-17%	-7%	-1%	-8%	6	?	-14%	-13%
CC(C)(C)C(=O)Nc1ccc(Cc2ccncc2)cc1	0%	/	-9%	/	/	-4	/	3%	-23%
O=C(Nc1cccc(C(=O)N2CCN(Cc3ccccc3)CC2)c1)c1ccccc1	-3%	-9%	-15%	-1%	-4%	1	1%	9%	-7%
CCCc1nn2c(=O)cc(COC(=O)c3ccccc3NC(=O)c3cccs3)nc2s1	-2%	-11%	-12%	/	-1%	5	22%	-4%[60.1 µM]	-5%

Bioassay records as filed in PubChem BioAssay.
